Gli-Sufu block – antagonists of Gli-Sufu signaling. inhibition, % at 5 µM. 0.74% of 340,000 active. AID 588413. Sufu-KO-LIGHT fibroblasts, Gli luciferase reporter luminescence;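 active = inhibition above about 55%, limit read from the data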;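 note: 0% = DMSO-treated cells and 100% = wells with medium but no cells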
APJ antag – antagonists of human APJ apelin receptor; P35414; CHO-K1 APJ beta-arrestin complementation, luminescence; inhibition, % at 20 µM; 0.32% of 330,000 active;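 active = inhibition above about 40% at 20 µM, limit read from the data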;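 note: cells challenged with 10 nM apelin-13 agonist together with compound; plate controls were apelin-13 plus DMSO wells for no effect and DMSO wells lacking apelin-13 for full effect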
CCR6 antag – antagonists of human CCR6 receptor. CHO-K1 CCR6 PathHunter beta-arrestin, luminescence, CCL20-stimulated. inhibition, % at 20 µM. 0.49% of 340,000 active;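 active = compounds whose inhibition of the agonist-driven luminescence signal at 20 µM reaches about 50%, limit read from the data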;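 note: cells stimulated with CCL20 at 14 nM final; plate controls were DMSO with CCL20 for no effect and DMSO without agonist for full effect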
Target sequence (P51684 whole entry, looked up): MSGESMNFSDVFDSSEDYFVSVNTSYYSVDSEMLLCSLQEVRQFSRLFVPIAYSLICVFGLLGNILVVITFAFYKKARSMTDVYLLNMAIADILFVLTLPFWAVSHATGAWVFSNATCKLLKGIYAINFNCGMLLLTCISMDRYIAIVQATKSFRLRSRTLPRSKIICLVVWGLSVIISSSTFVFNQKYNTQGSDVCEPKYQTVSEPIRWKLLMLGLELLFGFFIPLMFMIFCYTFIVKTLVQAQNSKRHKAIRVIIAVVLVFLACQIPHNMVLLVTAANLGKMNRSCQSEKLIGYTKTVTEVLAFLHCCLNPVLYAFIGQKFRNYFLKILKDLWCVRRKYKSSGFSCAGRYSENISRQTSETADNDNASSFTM
EBI2 block – blocks human EBI2 receptor beta-arrestin signaling. P32249. EBI2 beta-arrestin recruitment, luminescence, 7a,25-OHC stimulated. inhibition, % at 5 µM. 0.81% of 360,000 active. AID 651636; in the data active = inhibition above about 38%;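 note: enzyme fragment complementation signal reports receptor beta-arrestin coupling in cells; 0% = agonist plus DMSO wells and 100% = wells without agonist; some results beyond the cut were filed as inactive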
UBC13 inh – blocks human UBC13 polyubiquitin chain formation; P61088; TR-FRET; 0.47% of 330,000 active; inhibition, % at 20 µM; in the data active = inhibition above about 45%, passing the limit was not always enough
Target sequence (P61088 whole entry, looked up): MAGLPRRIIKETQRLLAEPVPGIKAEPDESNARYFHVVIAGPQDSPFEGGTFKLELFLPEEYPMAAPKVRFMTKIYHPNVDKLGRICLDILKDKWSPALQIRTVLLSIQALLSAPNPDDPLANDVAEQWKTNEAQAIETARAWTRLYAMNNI
ATG4B inhibitor – inhibitors of human ATG4B cysteine protease; Q9Y4P1; ATG4B cleavage of LC3-PLA2, NBD-HPC fluorescence, 1 h; inhibition, % at 8.33 µM; 0.51% of 340,000 active; AID 504462; in the data active = inhibition above about 40%
APJ ag – APJ receptor agonism. AID 2520. CHO-K1 APJ PathHunter beta-arrestin, luminescence; 0% DMSO wells, 100% apelin. activation, % at 20 µM. 0.11% of 330,000 active;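 active = activation more than six SD over the plate average, tested at 20 µM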;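 note: 0% = DMSO alone and 100% = apelin-13 at 10 nM; some results filed as inactive read as strong as hits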
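Incubation: overnight seeding, 90 min compound at 25 °C, 1 h detection; test system: PathHunter CHO-K1 APJ (AGTRL-1) beta-arrestin reporter cells; amount: 1000 cells/well; doses: one dose, 20 µM compound, 1% DMSO; measured by: beta-gal luminescence; measure: agonist-driven arrestin binding to APJ; benchmarks: negative DMSO alone, positive Apelin-13 at 10 nM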
CXCR6 inh – CXCR6 (human) receptor inhibition | inhibition, % at 20 µM | CHO-K1 PathHunter CXCR6 beta-arrestin, luminescence | 0.36% of 360,000 active | AID 602244; in the data active = inhibition above about 34%, passing the limit was not always enough;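 note: antagonist mode with CXCL16 agonist at 10 nM final; 0% = 10 nM CXCL16 with DMSO and 100% = unstimulated wells without agonist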
Target sequence (O00574 whole entry, looked up): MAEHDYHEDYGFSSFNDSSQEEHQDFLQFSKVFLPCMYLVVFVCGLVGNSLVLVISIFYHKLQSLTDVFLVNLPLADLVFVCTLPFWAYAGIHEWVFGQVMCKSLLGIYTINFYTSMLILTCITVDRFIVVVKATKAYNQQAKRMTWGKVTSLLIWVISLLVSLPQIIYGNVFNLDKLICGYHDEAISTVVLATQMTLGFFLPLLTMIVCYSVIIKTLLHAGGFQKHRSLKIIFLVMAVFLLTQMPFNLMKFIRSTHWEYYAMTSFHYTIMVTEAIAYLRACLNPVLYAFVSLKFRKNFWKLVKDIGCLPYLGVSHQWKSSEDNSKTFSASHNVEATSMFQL
Active calls of the source: *; · = not tested or not shown.

Molecule	Gli-Sufu block	APJ antag	CCR6 antag	EBI2 block	UBC13 inh	ATG4B inhibitor	APJ ag	CXCR6 inh
COc1ccc(CNC(=O)CCC(=O)Nc2nnc(C(F)(F)F)s2)cc1	-4	-7	7	-1	4	3	5	-4
Cc1cccc(NC(=O)C2CCCN(S(=O)(=O)c3ccc4[nH]c(=O)ccc4c3)C2)n1 (centres undefined)	-2	-3	0	-13	0	5	-3	-9
Cc1ccc(C(=O)O/N=C(\c2ccccc2)c2cccnc2)cc1	-6	-16	7	3	0	25	0	6
Cn1nnc2cc(NC(=O)N3CC4(C)CC3CC(C)(C)C4)ccc21 (centres undefined)	3	-10	-11	-4	-4	-7	-5	1
Cc1ccc(O)c(CCc2ccccc2)n1	-3	7	2	-5	1	8	3	1
O=C1CC2(CCN(C(=O)c3cccc(Br)c3)CC2)Oc2ccccc21	-10	8	4	1	-1	2	-2	0
Cc1ccc(C(=O)Nc2ccc(N3CCN(C)CC3)cc2)cc1	-27	21	-13	-13	-4	4	-4	-4
CCOC(=O)C1CCCN(C(=O)c2cc(-c3ccccc3)nc3ccccc23)C1 (centres undefined)	-12	7	9	3	0	-11	-2	3
CC(C)Cn1cnc2c(N)nc3ccccc3c21	9	·	0	20	·	-2	·	-6
Cc1ccc(NC(=O)CSc2nc(O)cc(=O)n2C)cc1	4	-6	-10	1	8	-11	2	-4
CC(OC(=O)c1ccc(NS(=O)(=O)c2ccc3[nH]c(=O)[nH]c3c2)cc1)C(=O)Nc1cccc(Cl)c1Cl (centres undefined)	9	-17	11	3	-7	3	-1	4
CN1C(=O)c2cccc(NCCCN3C(=O)c4ccccc4C3=O)c2C1=O	-8	11	3	-3	2	3	6	-1
O=C(COC(=O)c1ccc(S(=O)(=O)N2CCOCC2)cc1)NC1CCCCCCC1	-1	-3	-6	-16	-8	-6	0	-2
CCOC(=O)C(=O)Nc1ccccc1C(N)=O	8	-22	4	-4	-7	7	-1	8
O=C(Nc1ccc(Cc2ccc(NC(=O)C3CC3)c(O)c2)cc1O)C1CC1	-6	-4	-17	-6	-3	-9	0	1
CCOc1ccc(S(=O)(=O)NC2CCCCCC2)cc1	17	2	15	-3	-1	-2	0	0
COc1ccccc1NC(=O)c1ccc(NC(=O)c2nc3nccc(C)n3n2)cc1	-2	0	-6	4	3	-3	-3	-5
Cc1noc(/C=C/c2ccco2)c1S(=O)(=O)N1CCC(C(=O)NC(C)c2ccccc2)CC1 (centres undefined)	3	-1	14	0	-27	-2	2	13
C[C@@H]1CN([C@@H](C)CO)C(=O)c2cc(NC(=O)CCC(F)(F)F)ccc2O[C@H]1CN(C)Cc1ccc(Cl)c(Cl)c1	5	6	11	5	11	-6	-1	1
O=C(COc1ccc(Br)cc1Cl)NC(=S)N1CCc2ccccc21	-22	12	44	4	-7	1	-4	57*
CCOc1ccccc1N1CCN(C(=O)CCNS(=O)(=O)c2ccccc2F)CC1	3	15	3	-7	-8	2	0	0
COc1ccc(CCn2c(O)c(C=Nc3cccc(F)c3)c(=O)[nH]c2=O)cc1OC	-6	12	8	12	9	-7	-2	1
CC(C#N)(NC(=O)CN1CCN(S(=O)(=O)c2cc(C(F)(F)F)ccc2Cl)CC1)C1CC1 (centres undefined)	-2	-1	5	6	-17	-10	1	-6
CCN(CC)S(=O)(=O)c1cccc(C(=O)N[C@H](C(=O)NC2=NCCS2)C(C)C)c1	0	6	-2	-3	0	-3	-3	-3

Fetched by structure from the list above, 2 records:
Molecule	Gli-Sufu block	APJ antag	CCR6 antag	EBI2 block	UBC13 inh	ATG4B inhibitor	APJ ag	CXCR6 inh
C[C@@H]1CN([C@@H](C)CO)C(=O)c2cc(NC(=O)CCC(F)(F)F)ccc2O[C@H]1CN(C)Cc1ccc(Cl)c(Cl)c1	5	6	11	5	11	-6	-1	1
Cc1noc(/C=C/c2ccco2)c1S(=O)(=O)N1CCC(C(=O)NC(C)c2ccccc2)CC1 (centres undefined)	3	-1	14	0	-27	-2	2	13

Further records follow.
Molecule	Gli-Sufu block	APJ antag	CCR6 antag	EBI2 block	UBC13 inh	ATG4B inhibitor	APJ ag	CXCR6 inh
CCn1c(=O)n(CC)c2cc(N3CCCC3)c(NC(=O)c3ccc(C)cc3)cc21	22	0	10	-1	2	-13	-1	5
O=C(N=C1SC2CS(=O)(=O)CC2N1Cc1ccccc1)C1CCCCC1 (centres undefined)	0	7	11	-10	1	6	-2	3
CC(C)(C)C(=O)/C(C#N)=C/c1ccc(O)cc1	-13	2	6	7	4	4	-1	11
COc1ccc(/C=C2\CCCC3C2=NN(C(=O)c2scnc2C)C3c2ccc(OC)c(OC)c2)cc1OC (centres undefined)	18	1	23	32	24	2	-2	14
COc1ccc2c3n(nc2c1)CCN=C3c1ccc(Cl)cc1	9	15	-1	8	-6	-5	8	5
CCC(C(=O)Nc1ccc(C(C)C)cc1)c1ccccc1 (centres undefined)	-4	5	16	9	2	-10	4	-23
O=C(CCCn1c(=O)[nH]c2cc(Cl)ccc2c1=O)NCCCN1CCCC1	22	9	-11	-1	3	5	-4	-3
Cc1ccc(CNC(=O)Cn2cnc3c(OCc4ccccc4)ncnc32)o1	1	-6	-8	-14	15	·	-3	-2
COc1ccccc1NC(=O)CSc1nccn1Cc1ccc(F)cc1	1	21	5	5	2	5	3	-1
COc1ccccc1N(C)S(=O)(=O)c1ccc(C(=O)N(C)Cc2ccc(Cl)s2)cc1	18	13	8	19	14	-7	-3	-3
N#CC1(NC(=O)COc2ccc(C(N)=O)cc2)CCCC1	-2	-7	-9	-4	7	0	-3	0
Cc1ccc(N2CCN(C(=S)c3ccc(-c4cccc([N+](=O)[O-])c4)o3)CC2)cc1	-5	8	18	6	-27	-3	-2	-7
COc1ccc(CNC(=O)NC(C)(C)c2cccc(C(C)(C)NC(=O)NCc3ccc(OC)cc3)c2)cc1	-3	-2	1	3	-6	8	-3	-2
Cc1cccc(-n2nnnc2SCC(=O)NCC2(N3CCOCC3)CCCCC2)c1C	7	9	13	-13	0	4	-1	-8
CCOC(=O)c1c(NC(=O)CN2C(=O)NC3(CCCCCC3)C2=O)sc(C)c1-c1ccc(C)cc1	20	23	9	23	6	2	-5	2
O=c1ccc2cc(S(=O)(=O)Nc3ccccc3F)ccc2o1	5	5	0	-9	2	3	1	4
CSc1cccc(NC(=O)COC(=O)c2ccccn2)c1	·	-1	2	-6	3	-6	-1	-1
CNC(=S)N1CCN(c2nc(-c3cccc(OC)c3)cs2)CC1	-10	25	18	-1	2	-9	1	2
COC(CNC(=O)c1coc2nc3ccccc3nc12)OC	9	17	8	-12	-14	-10	-1	4
CN(C)CCOc1ccc(C(C)(C)c2ccccc2)cc1	8	-1	0	0	-5	-2	0	-3
CN(Cc1cccc(Cl)c1Cl)C(=O)c1ccc(NC(=O)CC#N)cc1	10	0	18	0	-1	-6	2	2
CSCCC(NC(=O)c1ccccc1)C(=O)NCCCn1nc(C)cc1C (centres undefined)	-4	3	5	-9	2	-4	-4	9
COc1ccc(N2C(N)=NC(N)=NC2(C)C)cc1	13	·	-13	-7	·	7	·	0
CC(=O)N1CSCC1C(=O)O (centres undefined)	-4	-5	13	0	1	-7	0	-10
Cc1ccc(-n2c(CCc3ccccc3)nnc2SCC(=O)NCc2ccccc2)cc1C	7	-12	20	18	3	3	-1	8
Cc1cccc(NC(=O)NCC(c2ccco2)N2CCCCC2)c1 (centres undefined)	20	7	6	-3	18	-3	-3	2
Cc1cccc(C(=O)NNC(=O)c2ccccc2Br)c1	-10	11	7	-4	8	-1	-4	-11
O=C(NCCN1CCOCC1)c1ccc(NS(=O)(=O)c2cccc([N+](=O)[O-])c2)cc1	-13	-6	5	-1	-4	-8	-1	-19
CCOC(=O)CCSc1nc(C(C)(C)C)cc(C(F)(F)F)c1C#N	-5	5	15	5	8	10	-3	1
COC(=O)c1ccc(NC(=S)N2CCCC2)cc1	-3	15	9	-1	-3	2	-3	-7
NC(=O)C1CCN(C(=O)Cc2ccc([N+](=O)[O-])cc2)CC1	-2	2	3	-10	-2	-2	-2	-3
Cc1ccnc(NS(=O)(=O)c2ccc(NC(=O)CCOc3ccccc3)cc2)n1	-11	5	-7	-3	-1	5	-1	1
COc1ccc(C(=O)Nc2cc([N+](=O)[O-])ccc2N2CCCC2)cc1	4	19	25	6	-26	-2	-2	6
Cc1ccc(NS(=O)(=O)c2ccc3c(c2)c(=O)n(C)c(=O)n3C)cc1F	3	10	0	2	-10	-16	0	2
CCc1nnc(NC(=O)CSc2nnc(Cc3ccccc3)n2-c2ccccc2)s1	9	-13	3	0	7	0	-7	1
CCOC(=O)c1cn[nH]c1NC(=S)Nc1ccccc1	-100	4	1	-1	3	-7	-1	-9
CCC(C)Sc1nc2c(c(=O)[nH]c(=O)n2C)n1CC(O)COc1ccccc1C (centres undefined)	6	0	8	22	10	-16	-3	6
COc1ccc(OCC(=O)OC(C)CN2CCCCC2)cc1 (centres undefined)	18	-7	10	-2	-8	6	-4	5
CC1(C)OC(=O)C(=CNC(Cc2c[nH]c3ccccc23)C(=O)O)C(=O)O1 (centres undefined)	2	7	13	-2	-1	-6	-6	-1
CC(C)N(Cc1ccccc1)C(=O)COC(=O)CCC(=O)c1ccc(F)cc1	-2	-8	12	-3	4	-1	1	7
CC(C)NS(=O)(=O)c1ccc(CCC(=O)NCc2ccccn2)cc1	-4	11	-8	-9	-7	-7	0	-5
COc1ccccc1NS(=O)(=O)c1ccc2c(c1)NC(=O)CC(=O)N2	-5	13	-5	-7	5	1	-3	-4
C=CCNC(=S)NCCO	-2	6	-4	-14	0	-3	0	7
CCC(C)(C)C1CCC(=NNC(=S)Nc2cccnc2)CC1 (centres undefined)	11	6	32	-2	-1	4	-2	5
Cc1ccsc1C(=O)NNC(=S)NCC(C)C	-6	17	5	0	3	2	-5	4
COc1ccc(Nc2nnc(SC(C(=O)Nc3cc(C)ccc3C)c3ccccc3)s2)cc1 (centres undefined)	41	0	9	21	-3	-15	-2	0
CN(Cc1ccon1)C(=O)C1CCC(=O)N(CCc2ccc(Cl)cc2)C1 (centres undefined)	2	1	6	8	4	29	0	5
O=C1c2cc(Cl)ccc2OC2(CCNCC2)C12CC(c1ccccc1)=NO2 (centres undefined)	-1	-9	-6	-6	42	0	12	-13
CN(CCO)C(=O)C1CCN(c2ncc(C(F)(F)F)cc2Cl)CC1	4	3	4	-15	-3	-5	-1	-1
COc1ccc(CCNC(=O)N2c3ccccc3Sc3ccccc32)cc1	7	-19	9	21	7	-5	-1	-13
CN(CCC#N)C(=O)CSc1nc2scc(-c3ccccc3)c2c(=O)[nH]1	9	-11	-5	6	-15	3	0	-14
COc1ccc(NC(=O)N(C)C[C@H]2Oc3ccc(NC(=O)C4CC4)cc3C(=O)N([C@H](C)CO)C[C@@H]2C)cc1	-5	-5	3	-10	6	2	-1	2
CC(C)C(NC(=O)c1ccccc1)C(=O)N1CCCCCC1 (centres undefined)	-14	-6	8	5	-8	4	1	7
COc1ccc(C(C)NC(=O)Cc2ccc(Br)cc2)cc1 (centres undefined)	-5	0	-6	17	-1	7	-2	2
COc1ccccc1C=NNC(=O)c1ccncc1	4	·	0	1	·	3	·	6
CCOc1ccc(Br)cc1C(=O)N/N=C/c1cccnc1	2	8	14	12	11	1	-3	4
Cc1ccc(NC(=O)C2C(c3ccccc3)C2(Cl)Cl)c(C)c1 (centres undefined)	5	-14	5	10	4	-2	0	-8

Assay outcomes deposited in PubChem by Sanford-Burnham Center for Chemical Genomics.
